# Assay outcomes (PubChem)
# CHX counter: Cycloheximide Counterscreen for Small Molecule Inhibitors of Shiga Toxin | max response, % | cell reporter, cycloheximide protein synthesis inhibition counterscreen | 300,000 compounds, 12% hits | AID 2314, 2010; in the data active = max response mostly above about 13%, no sharp cut-off; inactive = mostly below about 14%; also: read at 38.3 µM for the half of the compounds with a filed dose; 0% is about no effect
# LmPK inhibitor: qHTS Assay for Inhibitors of Leishmania Mexicana Pyruvate Kinase (LmPK); 290,000 compounds, 0.37% hits; Q27686; Potency, µM (highest dose often 57.5 µM), without a hit: at the highest dose activity change, negative = inhibition, most hits filed as inhibitors; purified LmPK, Kinase-Glo ATP luminescence, 1 h; also: potency is read from the fitted curve at half-maximal effect; % is scaled to controls: 0 for no effect and ±100 for the full control effect
# Target sequence (Q27686 whole entry, looked up): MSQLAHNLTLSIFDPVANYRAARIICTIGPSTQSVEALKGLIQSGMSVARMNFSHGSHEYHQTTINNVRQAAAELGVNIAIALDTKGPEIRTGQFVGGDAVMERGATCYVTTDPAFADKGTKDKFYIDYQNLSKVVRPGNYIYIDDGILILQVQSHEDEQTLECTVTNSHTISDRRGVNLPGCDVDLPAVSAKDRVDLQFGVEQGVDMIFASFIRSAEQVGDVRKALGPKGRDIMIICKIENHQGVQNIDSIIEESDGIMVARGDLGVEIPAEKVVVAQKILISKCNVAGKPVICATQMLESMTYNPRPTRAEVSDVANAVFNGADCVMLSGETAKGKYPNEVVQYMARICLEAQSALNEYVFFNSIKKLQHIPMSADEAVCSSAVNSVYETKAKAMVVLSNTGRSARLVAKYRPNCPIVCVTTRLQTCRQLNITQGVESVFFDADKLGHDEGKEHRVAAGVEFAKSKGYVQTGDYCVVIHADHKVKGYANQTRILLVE
#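 Purified LmPK (0.1 nM) with 0.5 mM PEP and 0.1 mM ADP in imidazole buffer pH 7.2 with MgCl2/KCl, 1 h at room temperature. ATP formed was read by luciferase luminescence and normalized to no-enzyme and uninhibited controls.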
# AmpC inh no detg: qHTS Inhibitors of AmpC Beta-Lactamase (assay without detergent); 330,000 compounds, 0.52% hits; P00811; AID 485341, 2010; AmpC nitrocefin hydrolysis, absorbance 480 nm, 0.0001% Triton; Potency, µM (top dose mostly 57.1 µM), for the others: top-dose activity change, negative = inhibition, hits mostly inhibitors;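 also: potency is read from the fitted curve at half-maximal effect; plate controls were no compound for no effect and no enzyme for full effect; nearly all actives have a fitted effect of over 20% in size; some results filed as inactive show a strong effect at the top dose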
# Target sequence (P00811 whole entry, looked up): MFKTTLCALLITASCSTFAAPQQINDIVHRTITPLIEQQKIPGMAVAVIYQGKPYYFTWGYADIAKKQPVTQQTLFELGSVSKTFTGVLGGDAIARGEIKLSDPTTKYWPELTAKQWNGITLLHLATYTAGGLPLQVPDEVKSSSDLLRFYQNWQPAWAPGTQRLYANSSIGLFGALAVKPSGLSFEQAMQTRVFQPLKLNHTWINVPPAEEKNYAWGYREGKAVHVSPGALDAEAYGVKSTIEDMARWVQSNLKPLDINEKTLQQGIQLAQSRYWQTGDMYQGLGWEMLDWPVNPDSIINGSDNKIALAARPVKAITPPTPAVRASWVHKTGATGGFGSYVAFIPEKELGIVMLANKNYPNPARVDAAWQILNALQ
#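 20 mM phosphate pH 7.0 + 0.01% (detergent screen) or 0.0001% Triton X-100; 5.3 nM AmpC reagent; cpd preinc 15 min RT; nitrocefin (800 uM stock) to start; A480 q20 s × 4 min; Activity was normalised to no-enzyme and no-compound control wells.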
# Shiga toxin inh: A qHTS for Small Molecule Inhibitors of Shiga Toxin. Vero cells, Shiga toxin protein synthesis inhibition reporter. inhibition, % at 38.7 µM. 290,000 compounds, 9.2% hits. AID 2315, 2010; in the data active = inhibition mostly above about 28%, no sharp cut-off; inactive = mostly below about 43%; also: 0% is about no effect
# Pf growth 48h: Primary qHTS for delayed death inhibitors of the malarial parasite plastid, 48 hour incubation; P. falciparum luciferase growth in erythrocytes, 48 h; Potency, µM (doses to about 28.7 µM), without a hit: at the top dose activity change, negative = inhibition, actives largely listed as inhibitors; 310,000 compounds, 5.9% hits; AID 504832, 2011; also: potency is read from the fitted curve at half-maximal effect; % is scaled to controls: 0 for no effect and ±100 for the full control effect
#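 Compounds are pin-transferred into medium, infected erythrocytes (2% hematocrit, 0.1% parasitemia final) are added, and plates sit one parasite generation at 37 C in 5% CO2. Detection reagent is then added and luminescence measured.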
# Pf growth 96h: Primary qHTS for delayed death inhibitors of the malarial parasite plastid, 96 hour incubation. P. falciparum luciferase reporter growth, 96 h. Potency, µM (highest dose often 28.7 µM), without a hit: at the highest dose activity change, negative = inhibition, usual class: inhibitors. 320,000 compounds, 6.9% hits; also: potency is read from the fitted curve at half-maximal effect; % is scaled to controls: 0 for no effect and ±100 for the full control effect
#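 P. falciparum expressing integrated firefly luciferase grown in erythrocytes (2% hematocrit, 0.05% parasitemia final) with compounds for 96 hours at 37 C, 5% CO2. Growth inhibition read as loss of luminescence after adding luciferase detection reagent.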
# Tb PYK inh: qHTS of Trypanosoma Brucei Inhibitors; Potency, µM (doses to about 76.8 µM), for inactives: at the highest dose activity, negative = inhibition, hits mostly inhibitors; 410,000 compounds, 0.12% hits; AID 624173, 2012; TbPYK enzyme, Kinase-Glo Plus ATP luminescence, 45 min; pyruvate kinase (Trypanosoma brucei), Q57TT1; also: potency is read from the fitted curve at half-maximal effect; % is scaled to controls: 0 for no effect and ±100 for the full control effect; nearly all actives have a fitted effect of over 50% in size
#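 TbPYK + substrate in 50 mM TEA pH 7.2, 100 mM KCl, 10 mM MgCl2, 0.05% BSA, 0.01% Tween-20; cpd pinned; ADP 130 uM final; 45 min RT; Kinase-Glo Plus 10 min; luminescence endpoint.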
# Numbers without * were called inactive; u = inconclusive; x = not tested or not shown; & = joins results of further samples; [ ] = dose if it differs, or a comment. Unless noted, calls follow the shape of the dose curve; as a rule, active = well fitted curve in the direction sought with a large enough effect; inconclusive = small, poorly fitted or top-dose-only effect, or another doubt; inactive = no such curve, though single readings can be large; an effect the other way counts as inactive or inconclusive.
SMILES,CHX counter,LmPK inhibitor,AmpC inh no detg,Shiga toxin inh,Pf growth 48h,Pf growth 96h,Tb PYK inh
COc1cccc(NC(=O)CSCc2cc(=O)n3nc(C4CC4)sc3n2)c1,-7,-9%,-16%,-7,-3%,u,3%
CC(C)S(=O)(=O)C/C(N)=N/OS(=O)(=O)c1ccc(Cl)cc1,-3,2%,-17%,-11,0%,3%,-3%
COC(=O)c1c(N)sc(C(=O)N2CCOCC2)c1C,-2,-9%,-12%,-2,-3%,u,-3%
Cc1ccc(-c2nc(C)sc2CC(=O)NCc2ccco2)cc1,1,-1%,-12%,21,17%,x,-18%
CCN1CCCc2cc(CN(CCN3CCOCC3)C(=S)Nc3ccccc3OC)ccc21,-6,-1%,188%[activator],-6,u,u,-2%
Cc1cc(C)nc(SCc2nnc(SCC(=O)Nc3c(C)cccc3C)o2)n1,-3,-1%,-18%,-1,-10%,u,-2%
CC(=O)Nc1ccc(S(=O)(=O)N2CCN3CCCC3C2)cc1 (stereo not given),-2,2%,-13%,-9,-12%,-1%,-5%
CCC(CC)N1CCN(CCc2ccccc2)C(CCO)C1 (stereo not given),-2,-8%,15%,-34,-13%,26%,-20%
CCOc1ccccc1NC(=O)C(CC(C)C)NC(=O)C1CCC(C)CC1 (stereo not given),-2,5%,-10%,-2,x,97%[activator],-5%&-8%
CCn1cc2nc(SCC(=O)Nc3ccc(OC)c(OC)c3)n(Cc3ccc(OC)cc3)c(=O)c2n1,7,2%,138%[activator],-6,u,u,2%

# In the list so far, three have an aryl methoxy group.
SMILES,CHX counter,LmPK inhibitor,AmpC inh no detg,Shiga toxin inh,Pf growth 48h,Pf growth 96h,Tb PYK inh
COc1cccc(NC(=O)CSCc2cc(=O)n3nc(C4CC4)sc3n2)c1,-7,-9%,-16%,-7,-3%,u,3%
CCN1CCCc2cc(CN(CCN3CCOCC3)C(=S)Nc3ccccc3OC)ccc21,-6,-1%,188%[activator],-6,u,u,-2%
CCn1cc2nc(SCC(=O)Nc3ccc(OC)c(OC)c3)n(Cc3ccc(OC)cc3)c(=O)c2n1,7,2%,138%[activator],-6,u,u,2%

# Following part:
SMILES,CHX counter,LmPK inhibitor,AmpC inh no detg,Shiga toxin inh,Pf growth 48h,Pf growth 96h,Tb PYK inh
CN(C)CCCN(C(=O)c1ccc(S(=O)(=O)N2CCCc3ccccc32)cc1)c1nc2ccc(F)cc2s1,1,5%,218%[activator],-2,13µM*,-2%,x
COc1cc(C)cc2oc(=O)c(CC(=O)N3C[C@H]4C[C@@H](C3)c3cccc(=O)n3C4)c(C)c12,-2,4%,-1%,-10,-29%,u,3%
Cc1cc(C)n2nc(C(=O)NCc3ccccc3)nc2n1,3,-5%,-2%,7,23%,45%[activator],1%
CCOC(=O)C1=C(NC#N)OC(C)=C(C)C1c1ccc(O)cc1 (stereo not given),5,5%,0%,7,-34%,-17%,-6%
CCSc1nc2c(sc3nc(C)cc(C)c32)c(=O)[nH]1,5,-6%,u,-10,3%,43%[activator],x
CCC(C)N(C(=O)C(F)(F)F)C(C(=O)NC1CCCCC1)c1ccncc1 (stereo not given),-1,2%,10%,9,-19%,-7%,4%
CCCCC(=O)Nc1ccc2oc(-c3cccnc3)nc2c1,31*,2%,5%,60*,43%[activator],75%[activator],-5%
NC(=O)c1cc(C(=O)c2ccc(Cl)cc2)c[nH]1,8,-3%,-15%,32,20%,56%[activator],1%
Cc1ccc(-c2c[n+](Cc3ccc(Cl)c(Cl)c3)c3n2CCC3)cc1,-1,2%,42%,-2,1.7µM*,0.19µM*,-10%
CCOC(=O)c1c(-c2cccc([N+](=O)[O-])c2)csc1NC(=O)CCCOc1ccccc1,3,0%,-21%,-3,u,93%[activator],1%
O=S(=O)(c1ccc2c(c1)OCCO2)N1CCN(Cc2ccccc2)CC1,3,-2%,-17%,-11,14%,x,5%
Cc1cccc(C(=O)OC(C)CN2CCOCC2)c1 (stereo not given),28*,12%,15%,69,6%,9.3µM*,-2%
Cc1cc(C(=O)NNC(=S)NCC(C)C)cs1,-4,-2%,-5%,8,47%[activator],18%,-14%
S=C(NC1CCCC1)N1CCN(C/C=C/c2ccccc2)CC1,1,1%,103%[activator],-8,1%,-85%,-2%
C=CCNC(=O)COC(=O)c1nc2nccc(C)n2n1,-1,1%,-15%,-12,-15%,26%,1%
O=C(O)c1ccc(COc2ccc3c(c2)CCC3)cc1,25*,-15%,-33%,54*,101%[activator],152%[activator],-3%
CC(CC(=O)Nc1ccc(S(=O)(=O)N2CCOCC2)cc1)c1ccccc1 (stereo not given),-3,3%,-5%,2,3.3µM*,9%,3%
CC(=O)Nc1ccc2c(c1)n(C)c(=O)n2C,1,1%,-20%,11,9%,x,1%
Cc1ccc2c(c1)cc1c(=O)n(CC(=O)NCCN3CCCC3)nc(C)n12,2,0%,24%,1,24%,9.3µM*,0%
Cc1ccc(NC(=O)Cn2nc(C)c3ccccc3c2=O)cc1,-5,0%,-12%,-14,19%,24%,-6%
O=C(NC(=O)c1ccccc1)NC(=O)c1ccccc1,9,1%,-6%,0,x,-27%,0%
O=C(CN1CCCCCC1)Nc1ccc(Br)cc1Br,16,-1%,-10%,7,x,55%[activator],0%
O=C(Cn1nnc(-c2ccccc2Cl)n1)N1CCN(S(=O)(=O)c2ccc(Cl)cc2)CC1,-3,5%,-2%,-3,-9%,24%,0%
c1ccc(CCNc2ccc3nncn3n2)cc1,11,-3%,1%,-8,7%,15%,-1%
O=C(CN(c1cccc(C(F)(F)F)c1)S(=O)(=O)c1ccccc1)N1CCOCC1,-5,0%,104%[activator],3,-17%,0%,-1%
Cc1ccc(-c2csc(=S)n2CC(=O)OCC(=O)NC(C)C(C)C)cc1 (stereo not given),-1,3%,70%[activator],-5,6%,0%,4%
CCOC(=O)c1sc2nc(SC)nc(-c3ccc(Cl)cc3)c2c1N,5,1%,-19%,-10,48%[activator],43%[activator],8%
Cc1cc(/C=N/Nc2ncnc(N)c2[N+](=O)[O-])c(C)n1-c1ccccc1,4,u,10%,-2,27%,0%,-2%
COc1ccc(C(=O)OCC(=O)Nc2ccc(OC(F)F)cc2)c(OC)c1,-5,1%,-13%,-17,4%,x,8%
COc1ccc(NC(=O)N2CCc3ccccc3C2)c(OC)c1,16*,-1%,-5%,36*,3%,38%[activator],-9%
CN1CCN(CC(O)COCc2ccc3c(c2)OCO3)CC1 (stereo not given),-3,0%,-4%,-10,14%,18%,2%
CCCCNC(=O)Cc1cc(=O)[nH]c(=O)[nH]1,-4,-4%,-18%,-4,3%,20%,-9%
CCC/C(=C1/c2ccccc2C(=O)N1c1ccccc1)c1ccc2c(c1)OCO2,x,x,-18%,x,0%,-28%,-6%
CCn1c(CSc2nnc(-c3cccnc3)n2-c2ccccc2C)nc2cc(C(=O)O)ccc21,-2,1%,-10%,11,-29%,123%[activator],x
O=C1c2oc3ccccc3c(=O)c2C(c2ccc(O)cc2)N1c1nccs1 (stereo not given),7,0%,-23%,-4,1%,21%,-2%
CC(C)OC(=O)c1ccc(NC(=O)CSc2nc3ncccc3[nH]2)cc1,23*,1%,-27%,46*,-29%,u,-5%
Cc1ccccc1NC(=O)c1cccc2c1C(=O)N(C1CCCCC1)C2,-6,-1%,-25%,-5,u,-14%,1%
Cc1cc(=O)oc(C)c1C(=O)Nc1ccc2ncccc2c1,0,2%,-2%,-9,9.3µM*,x,-10%
COc1cccc(CN(C(=O)c2ccc([N+](=O)[O-])cc2)C2CCS(=O)(=O)C2)c1 (stereo not given),-3,-1%,8%,-4,9%,0%,u
CC1CCN(C(=O)COC(=O)c2c[nH]c3ccccc23)CC1,x,x,-10%,x,64%[activator],104%[activator],-3%
COc1ccccc1NC(=O)c1ccc(SCC(=O)NCc2ccccc2Cl)c([N+](=O)[O-])c1,8,-1%,-37%,-7,2%,4%,-19%
CCOC(C(=O)OCCC[N+](C)(CC)CC)(c1ccccc1)c1ccccc1,6,9%,56%,21,2.1µM*,x,-4%
Cn1nnnc1SCC(=O)NC1CCCC1,7,-3%,-2%,-2,35%[activator],u,0%
CC(C)(C)c1cc(CCC(=O)N2CCC2)cc(C(C)(C)C)c1O,14,-9%,-37%,14*,26%,24%,26%
Cc1cc(CN2CCCC(CO)(Cc3cccc(Cl)c3)C2)n[nH]1 (stereo not given),-1,5%,3%,-13,u,-10%,0%
COc1cc(OC)cc(C(=O)NNC(=S)NC(=O)c2cccnc2)c1,-1,3%,-5%,14,9%,u,-3%
O=C(NCCN1CCOCC1)c1cccc(Cl)c1,-3,-1%,-2%,25,-6%,2%,0%
CCOC(=O)C(C)Sc1nnc(NC(=O)c2ccc(C)c([N+](=O)[O-])c2)s1 (stereo not given),-5,-3%,-19%,-14,-3%,15µM*,-13%
CCOc1ccc2c(c1)C(C)=CC(C)(C)N2S(=O)(=O)c1ccc(C)cc1,-4,-1%,-9%,-25,-88%,u,0%
Brc1ccccc1-c1nnc(-c2cccnc2)o1,30*,-13%,-19%,49*,85%[activator],2%,-2%
# (more compounds)
SMILES,CHX counter,LmPK inhibitor,AmpC inh no detg,Shiga toxin inh,Pf growth 48h,Pf growth 96h,Tb PYK inh
CC(=O)N(CCCc1ccc(C(C)(C)C)cc1)CCCN(C)C,-5,2%,58%,28,u,7%,0%
Cc1cc(C)c(C)c(S(=O)(=O)N2C(=S)NC(=O)C2CC(C)C)c1C (stereo not given),1,-2%,-44%,-9,3%,x,-6%
CCOc1ccccc1NC(=O)NCCCCc1ccccc1,-1,-3%,-34%,4,u,u,7%
CCOc1ccc(OCC)c(NC(=O)C2CCCN(S(=O)(=O)c3cccs3)C2)c1 (stereo not given),3,8%,3%,24,u,34%[activator],-7%
CC(=O)NC1=NN(C(C)=O)C2(CCCCC2)S1,-2,1%,-9%,-8,-16%,-12%,1%
Cc1ccc(NC(=O)/C=C/c2ccc3c(c2)OCO3)cc1S(=O)(=O)N1CCOCC1,13*,4%,-19%,3,-2%,u,5%
COc1ccc(OS(=O)(=O)Cc2ccccc2)cc1,20*,-5%,-22%,41*,38%[activator],7%,2%
CC1CCN(CCCCOc2ccc(F)cc2)CC1,-2,-5%,-9%,8,40%[activator],144%[activator],14%
N#Cc1ccc(OCC(=O)N2CCN(S(=O)(=O)c3cccs3)CC2)cc1,-4,6%,-11%,-11,-6%,21%,-3%
CCOC(=O)[C@@H]1[C@H]2COc3ccc(Br)cc3[C@H]2N2C(=O)N(c3ccc(F)cc3)C(=O)[C@@]12C,-2,0%,-24%,-4,5.9µM*,u,-3%
CC(N=c1ccccn1C(=O)Nc1ccc(F)cc1)c1ccco1 (stereo not given),7,-3%,-15%,26,17%,u,-4%
